PfHsp90 set2: growth inhibition of PfHsp90-expressing yeast, primary screen, antimalarial PfHsp90 inhibitor project, S. cerevisiae, BacTiter-Glo luminescence, single point, set 2; BacTiter-Glo ATP, 48 h; yeast lacking PDR1 and PDR3 efflux regulators; actives 0.32% (n = 310,000); inhibition, % at 9.4 µM;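 active = every replicate shows inhibition above about 80%, whatever the replicate mean, limit read from the data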;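 note: 0% = DMSO neutral controls and 100% = 20 µM radicicol positive controls; yeast relying on Plasmodium falciparum Hsp90 in place of its own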
Keap1 Nrf2 FP: Keap1-Nrf2 protein-protein interaction inhibitors, primary screen, biochemical, fluorescence polarization, single point. Kelch-like ECH-associated protein 1 (Homo sapiens), Q14145. inhibition, % at 9.4 µM. actives 0.15% (n = 340,000). Keap1 Kelch-Nrf2 peptide fluorescence polarization, 1536-well; in the data active = inhibition above about 12%;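 note: human Keap1 Kelch domain with fluorescein labeled Nrf2 9mer peptide probe; 0% = neutral control wells and 100% = peptide positive control; higher means more block of Keap1 binding to Nrf2 peptide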
SUMO Mot1 rescue: yeast Mot1-301 growth rescue at high temperature, primary screen, SUMOylation pathway inhibitor project, S. cerevisiae, ATP luminescence, 38.5C. actives 1% (n = 320,000). growth rescue, % at 18.8 µM. S. cerevisiae Mot1-301 growth rescue; percent above DMSO median, 100 means doubled;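 active = every valid replicate shows activation above 250% relative to neutral control wells; inactive = the rest, any valid replicate at or below 250%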;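 note: OY570 slx delta 5 strain wells were the positive control but not used for scaling; some compounds called inactive have numbers as strong as hits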
PvdQ acylase: P. aeruginosa PvdQ acylase inhibitors, primary screen, biochemical, fluorescence, plate reader and imaging, single point | PvdQ acylase [Pseudomonas aeruginosa LESB58] | purified PvdQ acylase | inhibition, % at 10 µM | actives 0.063% (n = 340,000) | AID 488965, 2010; in the data active = inhibition above about 30%, passing the limit was not always enough;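 note: 0% = vehicle neutral wells and 100% = reference inhibitor wells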
Cardiac RTF inh: cardiac RTF calcium sensitivity inhibitors, primary screen, biochemical, IANBD-TnC fluorescence, EC70 calcium; actives 0.12% (n = 340,000); IANBD-labeled cardiac RTF, Ca2+ fluorescence; AID 493244, 2011; Troponin I, cardiac muscle (Homo sapiens) + Troponin T, cardiac muscle (Homo sapiens) + …; inhibition, % at 7.15 µM;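 active = inhibition above the mean inhibition of all tested compounds plus 3 SD, cut at about 17% in these data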;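 note: assay run at fixed EC70 calcium of 1.6 mM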
Rtt109 HAT inh: inhibitors of C. albicans Rtt109/Vps75 HAT, primary screen, biochemical, ThioGlo CoA-SH fluorescence, plate reader; actives 0.16% (n = 330,000); inhibition, % at 34.9 µM; purified Rtt109/Vps75, 4 h; AID 540336, 2011; Histone acetyltransferase RTT109 (Candida albicans (strain SC5314 / ATCC MYA-2876)), …;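 active = inhibition of at least 50% in every replicate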
NSD2 HMT inh: NSD2 histone methyltransferase inhibitors, primary screen, biochemical, AlphaScreen, single concentration, set 2 | NSD2 peptide methylation, 120 min | Histone-lysine N-methyltransferase NSD2 (Homo sapiens), O96028 | AID 743445, 2014 | inhibition, % at 12.5 µM | actives 0.54% (n = 310,000); in the data active = inhibition above about 50%
Target sequence (O96028 whole entry, looked up): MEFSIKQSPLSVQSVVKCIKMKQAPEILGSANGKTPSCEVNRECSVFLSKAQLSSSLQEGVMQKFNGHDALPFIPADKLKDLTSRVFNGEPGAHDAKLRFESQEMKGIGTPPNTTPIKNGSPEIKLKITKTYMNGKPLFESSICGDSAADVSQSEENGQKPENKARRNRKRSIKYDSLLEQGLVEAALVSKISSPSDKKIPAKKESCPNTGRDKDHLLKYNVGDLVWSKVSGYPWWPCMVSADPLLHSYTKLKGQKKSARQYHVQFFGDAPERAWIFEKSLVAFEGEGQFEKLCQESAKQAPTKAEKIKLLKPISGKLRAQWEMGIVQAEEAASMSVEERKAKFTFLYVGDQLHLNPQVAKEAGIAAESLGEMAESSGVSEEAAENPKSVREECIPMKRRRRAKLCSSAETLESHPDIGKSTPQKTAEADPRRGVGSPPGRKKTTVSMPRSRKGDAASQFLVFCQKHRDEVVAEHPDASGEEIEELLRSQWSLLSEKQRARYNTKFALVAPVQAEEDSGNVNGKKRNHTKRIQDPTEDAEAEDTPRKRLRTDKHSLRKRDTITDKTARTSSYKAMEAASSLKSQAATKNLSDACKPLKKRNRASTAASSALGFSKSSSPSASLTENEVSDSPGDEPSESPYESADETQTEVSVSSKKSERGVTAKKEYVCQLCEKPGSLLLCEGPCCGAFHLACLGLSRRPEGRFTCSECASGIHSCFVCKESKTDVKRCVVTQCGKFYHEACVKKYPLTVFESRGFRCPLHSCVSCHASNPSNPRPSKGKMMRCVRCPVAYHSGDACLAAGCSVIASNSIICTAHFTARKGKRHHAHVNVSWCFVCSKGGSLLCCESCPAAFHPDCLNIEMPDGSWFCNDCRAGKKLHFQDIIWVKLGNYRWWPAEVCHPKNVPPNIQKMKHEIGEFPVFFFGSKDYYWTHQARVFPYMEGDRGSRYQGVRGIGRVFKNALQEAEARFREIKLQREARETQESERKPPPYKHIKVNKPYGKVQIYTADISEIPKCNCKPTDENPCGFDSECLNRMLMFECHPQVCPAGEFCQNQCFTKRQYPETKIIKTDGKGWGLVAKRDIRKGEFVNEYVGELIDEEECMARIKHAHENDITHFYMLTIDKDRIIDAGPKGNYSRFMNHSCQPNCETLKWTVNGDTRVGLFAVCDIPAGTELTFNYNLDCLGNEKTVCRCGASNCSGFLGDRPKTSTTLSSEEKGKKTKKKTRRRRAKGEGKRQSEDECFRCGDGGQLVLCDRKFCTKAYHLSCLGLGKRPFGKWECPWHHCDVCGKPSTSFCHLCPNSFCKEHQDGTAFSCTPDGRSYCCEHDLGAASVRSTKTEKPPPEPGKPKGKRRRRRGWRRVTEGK
dFosB activator: activators of delta FosB homodimer, primary screen, biochemical, fluorescence polarization, TAMRA-CDK5 oligo, single point. Protein FosB (Mus musculus), P13346. purified delta FosB; percent of positive-control signal above neutral wells. activation, % at 25 µM. actives 0.99% (n = 340,000);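 active = mean activation above about 17%, with every replicate also reaching it, limit read from the data, passing the limit was not always enough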;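 note: fluorescence polarization rise as delta FosB binds a TAMRA Cdk5 AP-1 oligo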
CDK5 inh: inhibitors of human CDK5/p35 kinase, primary screen, biochemical, single concentration; Cyclin-dependent kinase 5 (Homo sapiens) + Cyclin-dependent kinase 5 activator 1 (Homo …; inhibition, % at 10 µM; Recombinant CDK5/p35, ADP-Glo luminescence, 60 min; actives 0.01% (n = 330,000);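 active = highest replicate inhibition of at least 50% and at least 75% of replicates reaching 50%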;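 note: plate controls were DMSO neutral control for no effect and GW8510 at 10 µM for full effect; many of its hits are not listed in these tables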
RTF Ca sens act: cardiac RTF calcium sensitivity activators, primary screen, biochemical, IANBD-TnC fluorescence, EC20 calcium. IANBD-labeled TnC RTF fluorescence at EC20 calcium; 0% EC20 calcium, 100% full calcium. activation, % at 7.2 µM. actives 0.24% (n = 340,000). AID 493008, 2010. Troponin I, cardiac muscle (Homo sapiens) + Troponin T, cardiac muscle (Homo sapiens) + …;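 active = activation above the mean over all tested compounds plus 3 SD, cut at about 30% in these data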;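 note: rise in fluorescence read as greater calcium sensitivity of cardiac thin filaments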
LANA DNA inh: inhibitors of KSHV C-LANA binding to DNA, primary screen, biochemical, fluorescence polarization, FAM-LBS DNA, MBP-C-LANA, single point. Kaposi's sarcoma herpesvirus LANA C-terminal domain (residues 932-1162) DNA binding. actives 0.078% (n = 340,000). inhibition, % at 9 µM;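 active = highest replicate inhibition at or above 60% at 9 µM, even if other replicates fall short; inactive = all replicates below 60% inhibition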;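 note: 0% = neutral control wells and 100% = 4 µM acridine orange control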
Active calls of the source: *; / = no result given. Hits appear at their usual frequency; overall some 3.2% were active at least once.

item	mol	PfHsp90 set2	Keap1 Nrf2 FP	SUMO Mot1 rescue	PvdQ acylase	Cardiac RTF inh	Rtt109 HAT inh	NSD2 HMT inh	dFosB activator	CDK5 inh	RTF Ca sens act	LANA DNA inh
1	CCOC(=O)C1CCN(CC(=O)Nc2c(C(=O)OC)[nH]c3cccc(Cl)c23)CC1	5	-2	-2	-2	-5	-2	5	-9	-2.9	-1	0.3
2	O=C(COC(=O)CCS(=O)(=O)c1ccc(Cl)cc1)Nc1ncc(Cl)cc1Cl	-3	4	-24	5	-4	-9	-2	13	0.3	-3	-0.7
3	Cn1c(=O)c2c(nc(CN3CCN(c4ccccc4F)CC3)n2CCN2CCOCC2)n(C)c1=O	-42	-4	-20	-11	-5	1	-3	-4	0.6	2	2.8
4	COc1c(C)cc(S(=O)(=O)N2CCCC2)c(C)c1C	-12	-2	-2	4	-1	-4	-2	-3	0.1	-9	1.4
5	Cc1[nH]c2ccccc2c1C(=O)CN1CCCCC1CCO (stereo not given)	-16	-3	9	-16	-8	26	2	-4	0.2	0	1.2
6	CC1=NN(C(=O)c2ccc(C)o2)C(O)(c2ccccc2)C1 (stereo not given)	-12	2	-17	-6	-2	-11	3	-1	1.6	2	0.2
7	CCOC(=O)c1cc(C(O)(C(F)(F)F)C(F)(F)F)c(/N=C/N(C)C)o1	-7	-2	34	-2	-2	3	-4	-4	-0.9	-19	1.3
8	CCN(Cc1cc2ccccc2[nH]c1=O)C(=O)C(C)C	-4	-5	16	-13	2	-2	-6	-4	-6.2	9	-1.0
9	CCCSc1ccc([C@H]2N[C@@](CC(C)C)(C(=O)OC)[C@H]3C(=O)N(CC)C(=O)[C@@H]23)cc1	-13	-1	-20	3	0	3	/	-4	-0.8	-11	3.6
10	Cc1cccc(C)c1NC(=O)CSc1nnc(NC(=O)c2ccccc2C(=O)O)s1	-2	1	98	-10	-5	-8	-1	-4	0.5	0	1.0
11	O=C(O)C1CC(=O)N(Cc2ccc(F)cc2)C1 (stereo not given)	-9	-1	1	-12	-13	-18	/	4	-1.2	4	0.7
12	O=C(COC(=O)c1ccccc1Cl)NCCC1=CCCCC1	-20	-3	20	-1	-5	-9	-3	-6	0.3	-1	-0.4
13	NC(=O)C1CN(C(=O)c2cccc(S(=O)(=O)N3CCc4ccccc43)c2)c2ccccc2O1 (stereo not given)	/	1	147	6	0	4	1	-12	-1.9	-4	-0.7
14	COCC1CCCCN1C(=O)c1ccc2oc(CCc3ccccc3)nc2c1 (stereo not given)	1	-3	-13	11	0	36	-2	-2	1.6	-13	0.9
15	Cc1cccc(/C=C/c2onc(C)c2S(=O)(=O)N2CCC(C(=O)NC(C)C)CC2)c1	3	0	-7	21	2	1	/	3	-0.6	1	-2.8
16	C[C@@]12CCC=C[C@H]1[C@H](c1ccc(F)c(/C=C/c3ccccc3)c1)N(Cc1ccccc1)C2=O	-5	1	3	8	-12	0	/	-1	1.3	-3	-2.7
17	c1ccc(CN2CCN(Cc3cn4cccnc4n3)CC2)cc1	-3	-1	-10	1	6	-5	-8	6	0.7	-4	-0.8
18	CC(NC(=O)COC(=O)c1cc([N+](=O)[O-])ccc1N1CCOCC1)c1ccc(F)cc1 (stereo not given)	24	1	218	-5	-7	12	2	-7	-1.0	-5	0.1
19	COc1ccc(CCNC(=O)COc2ccc([N+](=O)[O-])cc2)cc1	-5	1	-17	0	-7	6	1	-2	1.6	6	1.3
20	CCC(C)(C)n1nnnc1CN1CCN(c2nc3ccc(C)cc3cc2C#N)CC1	/	-7	-9	5	-3	2	-8	-13	1.9	5	0.3
21	CC(=O)N1C=CN(C(C)=O)C(c2cn(C)c3ccccc23)C1c1cn(C)c2ccccc12 (stereo not given)	6	-1	-2	-7	5	-4	2	-7	0.4	0	-0.7
22	CC(C)C[C@H](NC(=O)c1[nH]cnc1C(=O)N[C@@H](C)C(=O)OC(C)(C)C)C(=O)OC(C)(C)C	-4	3	8	-4	2	23	/	-16	-0.5	-10	2.1
23	Cc1cccc(-c2noc(-c3ccccc3C(=O)NCC3CCCO3)n2)c1 (stereo not given)	12	-3	9	2	2	25	-1	-7	-0.9	-4	-6.3
24	CCN(CC)CCCN1C(=O)C(=O)/C(=C(/O)c2cc(C)ccc2C)C1c1cccnc1 (stereo not given)	-2	3	3	3	-15	15	2	-2	0.9	-6	1.8
25	Cc1csc(SCC(=O)NCc2cccc(Cl)c2)n1	15	0	/	-22	-20	-5	-2	1	-0.7	14	0.1
26	COc1ccc(/C(N)=N/OC(=O)CC2CCCCC2)cc1OC	-18	0	345	-7	2	-9	-3	0	-2.3	-1	-1.0
27	COc1ccc(C(C)NC(=O)c2ccccc2Br)cc1OC (stereo not given)	-5	-8	38	-13	-18	-1	-4	-2	-2.3	1	-0.2
28	O=C(CN1C(=O)NC2(CCCC2)C1=O)Nc1ccc(Cl)c(C(F)(F)F)c1	27	-3	110	-13	-34	0	0	-8	2.1	-3	-0.7
29	CSc1ccc(Cl)c(C(=O)OCC(=O)N2CCOCC2)c1	17	-1	-7	-14	5	9	0	-1	1.3	14	1.3
30	COc1ccc2c(C)c(CC(=O)N3CCN(C(=O)C4COc5ccccc5O4)CC3)c(=O)oc2c1 (stereo not given)	2	2	-8	6	-6	17	0	-12	2.5	3	-2.4
31	O=C(CCCCn1ccc(=O)[nH]c1=O)Nc1ccc(C(=O)O)c(O)c1	-11	-3	/	-13	-2	4	2	4	-0.2	0	0.9
32	COc1cc(/C=N/N2CCN(C3c4ccccc4-c4ccccc43)CC2)ccc1O	-49	-4	-6	-21	2	7	0	4	-2.6	-5	-0.7
33	COc1ccc(C(=O)n2nc(C)cc2Nc2ccccc2)cc1	12	-7	-6	-10	12	5	1	-7	-1.7	-1	-0.3
34	O=C(CCN1C(=O)/C(=C\c2ccccc2)SC1=S)Nc1ccc(C(=O)O)cc1	30	-4	-5	-6	-16	15	-1	-1	0.7	6	0.9
35	O=C(CN1CCN(c2ccc(F)cc2)CC1)c1ccc(O)cc1O	-10	-3	-33	13	-4	10	3	-3	0.9	-1	-0.6
36	Cc1ccccc1NS(=O)(=O)c1cc(C(=O)NCCSC2CCCCC2)ccc1C	1	-9	-16	-1	3	/	/	4	2.1	0	-1.9
37	COCCN1CCN(Cc2cn(C)nc2-c2ccc(Oc3ccccc3)cc2)CC1	-23	-4	-10	0	-5	1	2	-5	0.9	2	0.4
38	CCCCCCCOc1ccc(C2(C)NC(=O)NC2=O)cc1 (stereo not given)	-1	-5	2	-8	-8	-1	1	-20	0.3	3	1.9
39	COc1ccccc1CCN1CCCC(CN(C)CC(C)(C)CO)C1 (stereo not given)	7	4	-11	5	1	19	5	-3	0.9	4	0.0
40	COc1ccc(-c2cc(C(F)F)n3ncc(C(=O)N4CCc5ccccc54)c3n2)cc1	21	-3	-6	-16	-6	-5	16	-10	-1.2	0	-0.4
41	O=C(NCc1cccc(F)c1)c1cccc2c1C(=O)c1ccc(Cl)cc1S2(=O)=O	19	-3	-19	-7	12	-2	/	0	-1.4	-2	-0.2

Screening data (PubChem)
